Source: PubChem BioAssay
HttQ103 aggreg: qHTS Multiplex Assay to Identify Dual Action Probes in a Cell Model of Huntington: Aggregate Formation (GFP) | PC12 HttQ103-GFP aggregates, Acumen cytometry, 40 h | Potency, µM (highest dose often 46.1 µM), without a hit: top-dose activity change, negative = inhibition, most hits filed as inhibitors | actives 1.1% (n = 220,000) | AID 1688, 2009; note: potency is the fitted concentration of half-maximal effect; % is set by controls: 0 for no effect and ±100 for the full control effect; nearly all actives have a fitted effect of over 60% in size
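Ecdysone-promoter PC12 model expressing HTT exon 1 Q103 fused to GFP, induced by tebufenozide at 100 nM final. Compounds titrated; aggregates sized 1–25 µm scored on a 488 nm laser cytometer.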
CBFb-RUNX1 inh: qHTS Assay for Compounds Blocking the Interaction Between CBF-beta and RUNX1 for the Treatment of Acute Myeloid Leukemia. Runt-related transcription factor 1 (Homo sapiens) + Core-binding factor subunit beta …. AlphaScreen CBFb-His/RUNX1-biotin binding, biochemical. Potency, µM (series often up to 59.8 µM), inactives show at the highest dose activity, negative = inhibition, actives largely listed as inhibitors. 230,000 tested, under 10 active; note: % of control where 0% means no effect
Target sequence (Q01196 whole entry, looked up): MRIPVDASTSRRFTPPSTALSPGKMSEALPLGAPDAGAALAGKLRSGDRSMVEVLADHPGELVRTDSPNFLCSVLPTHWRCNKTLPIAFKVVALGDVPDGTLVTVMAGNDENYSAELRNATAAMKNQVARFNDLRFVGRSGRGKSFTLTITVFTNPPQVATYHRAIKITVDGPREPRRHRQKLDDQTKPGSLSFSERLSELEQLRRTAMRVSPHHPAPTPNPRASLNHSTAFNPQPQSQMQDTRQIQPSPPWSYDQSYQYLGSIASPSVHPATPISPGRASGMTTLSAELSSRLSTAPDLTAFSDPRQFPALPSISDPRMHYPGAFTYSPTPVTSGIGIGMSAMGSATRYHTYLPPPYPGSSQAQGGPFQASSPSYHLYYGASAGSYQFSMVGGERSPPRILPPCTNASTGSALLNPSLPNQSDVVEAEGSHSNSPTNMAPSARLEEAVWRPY
Target sequence (Q13951 whole entry, looked up): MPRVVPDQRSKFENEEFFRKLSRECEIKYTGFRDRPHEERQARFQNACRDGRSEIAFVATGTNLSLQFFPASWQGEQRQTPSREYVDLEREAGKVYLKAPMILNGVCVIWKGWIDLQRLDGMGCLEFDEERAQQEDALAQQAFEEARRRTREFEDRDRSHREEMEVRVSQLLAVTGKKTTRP
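AlphaScreen proximity signal reports loss of binding between His-tagged CBF-beta and biotin-labelled RUNX1, each at 30 nM. Proteins are pre-associated for 20 minutes, compounds added for 15 minutes, then beads for 90 minutes, all at ambient temperature.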
GAA inhib: qHTS Assay for Inhibitors of Human alpha-Glucosidase as a Potential Chaperone Treatment of Pompe Disease; Potency, µM (top dose mostly 76.9 µM), for the others: at the highest dose activity change, negative = inhibition, actives largely listed as inhibitors; AID 1466, 2008; actives 0.005% (n = 200,000); Lysosomal alpha-glucosidase (Homo sapiens), P10253; purified human GAA, 4-MU-alpha-glucoside fluorescence;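 note: potency is the fitted concentration of half-maximal effect; plate controls were uninhibited enzyme wells for no effect and no-enzyme background for full effect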
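AC50 values come from Hill fits of compound titrations (up to 77 uM) against 4 nM human enzyme. Substrate 4-methylumbelliferyl-alpha-D-pyranoside at 400 uM, pH 5.0 citrate buffer, 20 min room temperature; fluorescence Ex 365/Em 440 after alkaline stop.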
LMNA splice mod: qHTS Assay for Modulators of Lamin A Splicing; HeLa LMNA splicing GFP/RFP minigene ratio, 48 h; Potency, µM (highest dose often 46.1 µM), for the others: at the top dose ratio change, negative = inhibition, most hits filed as inhibitors; actives 0.01% (n = 200,000); active = well fitted inhibition curve with a large enough effect in the signal ratio, with a control signal flat, not every such curve was filed as active; inconclusive = small, poorly fitted or top-dose-only effect, or effect the other way, or a change in a side signal; the % refers to the signal ratio; note: potency is the fitted concentration of half-maximal effect; % is set by controls: 0 for no effect and ±100 for the full control effect
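S3 HeLa cells stably expressing lamin A-EGFP splicing minigene plus DsRed2, 600 cells/well, 48 h compound exposure at 37C. Laser-scanning cytometry; analysed as GFP (500-530 nm)/RFP (575-640 nm) total intensity ratio; 0.5% DMSO vehicle.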
GAA spleen mod: qHTS Assay for Inhibitors and Activators of Human alpha-Glucosidase From Spleen Homogenate; actives 0.006% (n = 240,000); human spleen homogenate, 4-MU-alpha-glucoside fluorescence; Potency, µM (doses to about 79.9 µM), inactives show top-dose activity change, negative = inhibition, actives largely listed as inhibitors; Lysosomal alpha-glucosidase (Homo sapiens), P10253;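 note: potency is the fitted concentration of half-maximal effect; 0% = enzyme with vehicle and -100% = no enzyme basal signal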
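Human spleen homogenate (1 ug) incubated with compounds and 1 mM 4-methylumbelliferyl-alpha-D-glucopyranoside in pH 5.0 citrate/phosphate buffer, 37 C, 40 min. Stopped at pH 10; 4-MU fluorescence (Ex 365/Em 440 nm); AC50 by Hill fit.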
GAA glycogen: qHTS Assay for Inhibitors and Activators of Human alpha-Glucosidase Cleavage of Glycogen; AID 2100, 2009; recombinant GAA, glycogen substrate, Amplex Red glucose oxidase fluorescence; Potency, µM (series often up to 76.4 µM), without a hit: top-dose activity change, negative = inhibition, most hits filed as inhibitors; actives 0.38% (n = 300,000); Lysosomal alpha-glucosidase (Homo sapiens), P10253;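 note: potency is the fitted concentration of half-maximal effect; 0% = full enzyme reaction and -100% = no-enzyme basal signal; the screen sought inhibitors and activators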
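Recombinant human enzyme (4 nM); glycogen substrate; 37 C, 40 min, pH 5.0. Readout: coupled glucose oxidase/Amplex Red fluorescence.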
HTT cytoprotect: qHTS Multiplex Assay to Identify Dual Action Probes in a Cell Model of Huntington: Cytoprotection (ATP); PC12 HTT-Q103 induced, cytoprotection, ATP luminescence, 40 h; Potency, µM (titrated, usually from 56.4 µM), inactives show cytoprotection (ATP increase), actives largely listed as activators; actives 0.14% (n = 230,000);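 note: potency is the fitted concentration of half-maximal effect; % of control where 0% means no effect; nearly all actives have a fitted effect of over 45% in size; toxic huntingtin expression switched on by the ecdysone agonist tebufenozide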
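Rat PC12, Q103 Htt exon1-GFP fusion, ecdysone promoter; tebufenozide inducer 100 nM final; compound titration; qHTS, 1500 cells/well; ATPlite luminescent read.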
* hit, by the source's call; ? = inconclusive; . = not tested or not shown; & = joins results of further samples; [ ] = another dose, or the depositor's remark. Unless noted, calls come from the whole dose curve; as a rule, active = well fitted curve in the direction sought with a large enough effect; inconclusive = small, poorly fitted or top-dose-only effect, or another doubt; inactive = no such curve, though single readings can be large; an effect the other way counts as inactive or inconclusive.

SMILES	HttQ103 aggreg	CBFb-RUNX1 inh	GAA inhib	LMNA splice mod	GAA spleen mod	GAA glycogen	HTT cytoprotect
O=C(CN1CCCCC1)NNc1nc(-c2ccccc2)c2cc(Br)ccc2n1	-5%[9.22 µM]	1%	-15%	.	1%	?	6%[10 µM]
Cc1[nH]n(-c2ccccc2)c(=O)c1-c1cccc(Cl)c1	?	1%	4%	9%	-5%	?	-20%
O=C(NCC(=O)N(Cc1ccco1)C(C(=O)NC1CCCC1)c1cccnc1)c1cccs1 (stereo not drawn)	-10%	0%	-13%	4%	-5%	7%	-4%[10 µM]
CN(C)CCN(Cc1cc2cc3c(cc2[nH]c1=O)OCO3)C(=S)NCC1CCCO1 (stereo not drawn)	0%[9.22 µM]	-1%	0%	.	1%	8%	1%[10 µM]
CCOc1ccccc1N(C)C(=O)c1cc2c(=O)n(CC)c3ccccc3c2s1	17%[9.22 µM]	-7%	.	.	-4%	-1%	6%[10 µM]
O=C1C2C(C(=O)N1CCN1CCN(Cc3ccc([N+](=O)[O-])cc3)CC1)[C@H]1C=C[C@@H]2C1 (stereo partly drawn)	16%[9.22 µM]	9%	.	.	2%	0%	11%[10 µM]
O=C1CC(SCc2nc3ccccc3[nH]2)C(=O)N1c1cccc(Cl)c1 (stereo not drawn)	-1%[9.22 µM]	-8%	3%	30%	-2%	-7%	-1%
CCOCCCNC(=O)C(NC(=O)Cc1cccs1)c1ccc(Cl)cc1 (stereo not drawn)	13%	10%	6%	-9%[9.22 µM]	-3%	-7%	-7%
CN(Cc1ccccc1)S(=O)(=O)c1ccc(S(=O)(=O)N(Cc2ccc(F)cc2)C2CCCC2)cc1	-11%	3%	-7%	-1%	-1%	-9%	-6%
O=C(Nc1ccc(F)cc1F)c1cc(=O)n(-c2ccccc2)c(=O)[nH]1	1%	-1%	-5%	.	.	-4%	-24%
O=C(N/N=C1\CCCc2oc(C(=O)O)cc21)c1ccccc1	-3%[9.22 µM]	14%	-6%	3%[46 µM]	12%	-13%	9%[10 µM]
C/C(CC(=O)NC1CCCC1)=N\NC(=O)Cc1csc(N)n1	5%	-8%	0%	-5%	4%	0%	.
Cc1ccc(Sc2nc([N+](=O)[O-])nn2C)cc1	5%	5%	2%	-5%	-4%	6%	13%[10 µM]
Cc1ccc(C(=O)NC(N(C)C)C(Cl)(Cl)Cl)cc1 (stereo not drawn)	0%	8%	4%	11%[46 µM]	-2%	0%	-3%
C/C(CCN1CCCCc2nc(C)c(C)cc21)=N\OC[C@@H](O)COCc1ccco1	.	10%[13.1 µM]	.	.	1%[17.4 µM]	.	?
CCCCCN(CCCCC)C(=O)C(CCC(=O)O)NC(=O)c1ccc(Cl)c(Cl)c1 (stereo not drawn)	-8%	?	.	?	4%&2%	.	20%
CCC(=O)Nc1cccc(-c2cn3ccsc3n2)c1	20%	2%	?	-4%	-21%	-4%	-35%
O=S1(=O)c2ccccc2N=NN1Cc1cc(Cl)cc(Cl)c1	-13%	-11%	?	4%	0%	-1%	-2%
CC(=O)Nc1cccc(-c2nnc3c4ccccc4c(C)nn23)c1	9%[9.22 µM]	2%	?	-3%[46 µM]	2%	-12%	12%[10 µM]
COc1ccc(Oc2cc(C(F)(F)F)nc(N(C)C)n2)cc1	0%	11%	13%	6%[46 µM]	1%	8%	-14%
COC(=O)[C@H]1C[C@@H]1[C@H](NC(=O)c1cc(C)on1)c1ccccc1	-20%	1%[2.36 µM]	-1%	?	-1%&2%	0%	-18%
Cc1ccc[n+](C(C)C(=O)Nc2ccc([N+](=O)[O-])cc2C)c1 (stereo not drawn)	8%	8%	-5%	.	-1%	7%	-16%[10 µM]
O=C(COC(=O)c1ccc[n+]([O-])c1)Nc1c(Br)cc([N+](=O)[O-])cc1Br	7%	-4%	1%	-2%[46 µM]	4%	-9%	-22%
c1ccc(-c2nc3ccccn3c2NCc2ccc3c(c2)OCO3)cc1	-2%	-19%	8%	-7%	6%	25µM*	-14%

4 entries already listed, ordered by their value in HttQ103 aggreg, ascending.
molecule	HttQ103 aggreg
O=S1(=O)c2ccccc2N=NN1Cc1cc(Cl)cc(Cl)c1	-13%
Cc1ccc(C(=O)NC(N(C)C)C(Cl)(Cl)Cl)cc1 (stereo not drawn)	0%
Cc1ccc[n+](C(C)C(=O)Nc2ccc([N+](=O)[O-])cc2C)c1 (stereo not drawn)	8%
CCC(=O)Nc1cccc(-c2cn3ccsc3n2)c1	20%

Look-ups from the entries so far:
Entry of `CCC(=O)Nc1cccc(-c2cn3ccsc3n2)c1` in HTT cytoprotect: -35%
Entry of `COC(=O)[C@H]1C[C@@H]1[C@H](NC(=O)c1cc(C)on1)c1ccccc1` in HTT cytoprotect: -18%

Other entries follow.
SMILES	HttQ103 aggreg	CBFb-RUNX1 inh	GAA inhib	LMNA splice mod	GAA spleen mod	GAA glycogen	HTT cytoprotect
COc1ccccc1OCC(=O)Nc1cccc(N(C)S(C)(=O)=O)c1	-9%	6%	-8%	-1%	3%	3%	-1%
COc1cccc(NC(=O)COc2cccc(-n3cnnn3)c2)c1	11%	-3%	0%	-3%[46 µM]	1%	-17%	-35%
O=C(CS(=O)CC(=O)Nc1ccc(Cl)cc1)NCC1OCCc2ccccc21 (stereo not drawn)	20%	3%	-11%	1%	3%	-6%	-4%[10 µM]
Cc1ccc(NC(=O)COC(=O)C2CCC(=O)N2)c([N+](=O)[O-])c1 (stereo not drawn)	10%	-3%	-1%	-8%[46 µM]	-1%	-8%	-19%
CCN1CNC(=S)N(c2cccc(C)c2C)C1	-12%	-1%	0%	6%	-7%	-3%	-4%
COc1ccc(NC(=O)c2ccc3c(=O)n(Cc4ccco4)c(=S)[nH]c3c2)c(OC)c1	-3%	-2%	2%	9%	7%	-7%	8%
Cc1ccc(NC(=O)CSC2=C(C#N)C(c3ccco3)C3=C(CC(C)(C)CC3=O)N2)cc1 (stereo not drawn)	-16%	-1%	-13%	?	-2%	-24%	17%[0.074 µM]
CCOc1ccc(N(C(=O)CNC(=O)c2cccs2)C(C(=O)NCC2CCCO2)c2ccc(OC)c(OC)c2)cc1 (stereo not drawn)	.	1%	12%	.	-2%	-5%	.
CO[C@H]1COC(=O)[C@@H](C)COC(=O)[C@H](C)NC(=O)C/C=C\[C@H]1C	.	3%[13.1 µM]	.	.	2%[17.4 µM]	.	-15%[10 µM]
Cc1cccc(NC(=O)CSc2ccc(-c3ccccn3)nn2)c1C	-1%	?	-8%	-15%[46 µM]	2%	-3%	10%
NCCOc1ccccc1Cc1ccccc1	-3%[9.22 µM]	-1%	-8%	3%	-4%	-1%	9%
O=C(CN1CCN(c2ccccc2)CC1)NC(=O)NCc1ccco1	2%	-3%	3%	4%	-2%	-4%	11%[10 µM]

2 entries drawn at random from those above:
SMILES	HttQ103 aggreg	CBFb-RUNX1 inh	GAA inhib	LMNA splice mod	GAA spleen mod	GAA glycogen	HTT cytoprotect
Cc1ccc(NC(=O)COC(=O)C2CCC(=O)N2)c([N+](=O)[O-])c1 (stereo not drawn)	10%	-3%	-1%	-8%[46 µM]	-1%	-8%	-19%
COc1ccccc1OCC(=O)Nc1cccc(N(C)S(C)(=O)=O)c1	-9%	6%	-8%	-1%	3%	3%	-1%

Records listed so far marked active in GAA glycogen.
| structure | HttQ103 aggreg | CBFb-RUNX1 inh | GAA inhib | LMNA splice mod | GAA spleen mod | GAA glycogen |
| --- | --- | --- | --- | --- | --- | --- |
| c1ccc(-c2nc3ccccn3c2NCc2ccc3c(c2)OCO3)cc1 | -2% | -19% | 8% | -7% | 6% | 25µM* |

Further entries follow.
SMILES	HttQ103 aggreg	CBFb-RUNX1 inh	GAA inhib	LMNA splice mod	GAA spleen mod	GAA glycogen	HTT cytoprotect
COc1ccccc1/C=N\Nc1ccccc1[N+](=O)[O-]	25%[9.22 µM]	?	.	.	3%	2%	16%[10 µM]
COc1cccc(C2NC(=O)NC(C)=C2C(=O)Nc2cccc(C)c2C)c1 (stereo not drawn)	-4%	-2%	-13%	16%	-2%	8%	-4%
O=C(c1ccc(F)cc1)c1ccc(N2CCCC2)cc1	-21%	16%	-9%	-2%	-12%	-5%	-16%
O=C1C(=O)N(CCO)C(c2cccc(F)c2)/C1=C(\O)c1ccc(Cl)cc1 (stereo not drawn)	-15%	0%	2%	3%[0.0737 µM]	-6%	15%	8%
CC(=O)Nc1cccc(NC(=O)COc2nncc3ccccc23)c1	6%	4%	-5%	?	-8%	-1%	27%[10 µM]
COc1ccc(Br)cc1CNCCSc1nnnn1C	-3%	0%	5%	3%	-13%	9%	-7%
CN(Cc1ccon1)C(=O)CC1C(=O)NCCN1Cc1cccc(Oc2ccccc2)c1 (stereo not drawn)	12%[9.22 µM]	-2%	9%	7%[46 µM]	12%	-4%	8%[10 µM]
CCC(=O)NCCc1nc2ccccc2[nH]1	23%	1%	5%	-10%	-1%	-1%	-8%
Cc1ccc(/C=C/C(=O)N2CCN(c3ccc(F)cc3)CC2)o1	16%	-3%	-3%	?	-13%	-2%	22%[10 µM]
COc1cc(SC)ccc1C(=O)Nc1ccc2c(c1)OCO2	-6%	-2%	9%	6%[46 µM]	11%	-5%	-104%[inhibitor]
CCOc1ccc(-n2ccnc2SCC(=O)Nc2nnc(C)s2)cc1	-13%	-5%	5%	-5%	-13%	11%	-33%[inhibitor]
O=C(NCc1cccnc1)c1ccc([N+](=O)[O-])cc1	-16%	-6%	-4%	18%[46 µM]	.	2%	-105%[inhibitor]
